M4 PAM – human M4 muscarinic receptor positive allosteric modulators, primary screen, CHO-K1 cells, Fluo-8 calcium fluorescence; Muscarinic acetylcholine receptor M4 (Homo sapiens), P08173; CHO-K1 hM4/Gqi5, ACh EC20; 0% = ACh EC20, 100% = maximal ACh; activation, % at 3 µM; 0.4% of 360,000 active; AID 624126, 2012;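 active = activation above its plate's cutoff, the mean activation of sample wells plus 3 SD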; also: some results filed as inactive read as strong as hits
Target sequence (P08173 whole entry, looked up): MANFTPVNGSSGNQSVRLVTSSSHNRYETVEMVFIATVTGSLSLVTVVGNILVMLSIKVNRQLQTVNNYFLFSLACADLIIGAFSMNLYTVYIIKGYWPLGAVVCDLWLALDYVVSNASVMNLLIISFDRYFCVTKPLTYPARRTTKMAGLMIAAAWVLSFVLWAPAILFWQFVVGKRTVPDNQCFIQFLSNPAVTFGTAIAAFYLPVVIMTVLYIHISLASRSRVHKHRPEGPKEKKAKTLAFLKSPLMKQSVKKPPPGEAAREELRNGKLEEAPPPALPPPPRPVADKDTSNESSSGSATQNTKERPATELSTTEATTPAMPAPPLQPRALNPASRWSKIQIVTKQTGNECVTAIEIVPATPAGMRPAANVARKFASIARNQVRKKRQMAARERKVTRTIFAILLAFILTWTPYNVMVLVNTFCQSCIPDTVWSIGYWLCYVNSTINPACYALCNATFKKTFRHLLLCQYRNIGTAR
CRFBP-R2 block – antagonists of CRF-BP/CRF-R2 complex, primary screen, cell-based, HEK293, calcium dye fluorescence, uHTS. CRF-induced calcium fluorescence. inhibition, % at 11.8 µM. 0.59% of 350,000 active;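 active = inhibition of the ligand-induced calcium signal above about 50% at the single tested concentration, limit read from the data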
M4 ag – human M4 muscarinic receptor agonists, primary screen, CHO-K1 cells, Fluo-8 calcium fluorescence | Muscarinic acetylcholine receptor M4 (Homo sapiens), P08173 | CHO-K1 hM4/Gqi5; vehicle 0%, full acetylcholine response 100% | activation, % at 3 µM | 0.14% of 360,000 active | AID 624127, 2012;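 active = activation above the run mean over all test wells plus 3 SD, cut at about 32% in these data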;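 also: peak over basal fluorescence ratio per well then scaled between controls; 0% = DMSO wells and 100% = acetylcholine at EC100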
M5 PAM – human M5 muscarinic receptor positive allosteric modulators, primary screen, CHO-K1 cells, Fluo-8 calcium fluorescence; 0.3% of 360,000 active; AID 624038, 2012; CHO-K1 hM5, ACh EC20 PAM; 0% = ACh EC20, 100% = ACh EC100; activation, % at 3 µM;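 active = activation above the run cutoff, the mean activation of all test compounds plus 3 SD, cut at about 18% in these data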
Target sequence (P08912 whole entry, looked up): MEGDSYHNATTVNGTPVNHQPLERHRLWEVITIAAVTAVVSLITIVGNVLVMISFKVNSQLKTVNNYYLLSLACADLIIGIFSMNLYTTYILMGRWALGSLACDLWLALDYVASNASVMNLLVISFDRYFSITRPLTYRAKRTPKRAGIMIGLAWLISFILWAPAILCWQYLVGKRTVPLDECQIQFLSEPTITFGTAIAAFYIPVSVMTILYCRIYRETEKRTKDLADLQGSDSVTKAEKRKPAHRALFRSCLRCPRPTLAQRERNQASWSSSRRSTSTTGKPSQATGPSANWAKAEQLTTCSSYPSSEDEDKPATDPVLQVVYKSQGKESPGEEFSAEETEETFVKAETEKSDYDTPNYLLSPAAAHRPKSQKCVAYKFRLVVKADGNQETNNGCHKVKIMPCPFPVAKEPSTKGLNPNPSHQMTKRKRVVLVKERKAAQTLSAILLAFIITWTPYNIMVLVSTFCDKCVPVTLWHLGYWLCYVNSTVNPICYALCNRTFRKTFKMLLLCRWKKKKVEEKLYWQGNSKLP
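Assay system: CHO-K1 hM5 cells. Also added: acetylcholine at EC20 concentration, added after compound. Dosing: 3 µM, single dose. Times: compound preincubation 140 s before EC20 acetylcholine addition. Signal: Fluo-8 calcium fluorescence. Measure: % activation relative to EC20 and EC100 ACh responses. Repeats: singlicate, one well per test compound.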
IDE cell inh – human IDE inhibitors in live cells, primary screen, fluorescence polarization, HEK cells, FAbetaB substrate. FAbetaB cleavage. inhibition, % at 5.59 µM. Insulin-degrading enzyme (Homo sapiens), P14735. 0.41% of 320,000 active;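 active = percent inhibition above the average of all tested compounds plus 3 SD, set per screening campaign, cut at about 16% in these data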;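 also: IDE supplied by intact live HEK cells; FP after avidin binding of uncleaved biotin substrate so inhibition keeps polarization high; 0% = DMSO wells and 100% = 60 µM reference IDE inhibitor Ii1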
CHRM5 agonist – human M5 muscarinic receptor agonists, primary screen, CHO-K1 cells, Fluo-8 calcium fluorescence. CHO-K1 hM5 cells; 0% DMSO wells, 100% maximal acetylcholine response. activation, % at 3 µM. 0.19% of 360,000 active. Muscarinic acetylcholine receptor M5 (Homo sapiens), P08912. AID 624037, 2012;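 active = activation above the run's mean over test compounds plus 3 SD, cut at about 23% in these data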;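 also: signal is peak over basal fluorescence ratio across the kinetic read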
CRFR2-BP ag – agonists of CRF-BP/CRF-R2 complex, primary screen, cell-based, HEK293, calcium dye fluorescence, uHTS | CRF-binding protein / CRF receptor 2 complex (human) | activation, % at 13.2 µM | calcium dye fluorescence (FLIPR); percent of saturating CRF peptide response | 0.46% of 350,000 active;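 active = activation of at least 50%, plus an integration ratio under a set limit after plate pattern correction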;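 also: plate controls were neutral control wells without compound for no effect and CRF at EC100 for full effect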
CHRM5 antagonist – human M5 muscarinic receptor antagonists, primary screen, CHO cells, Fluo-8 calcium fluorescence. CHO-hM5 cells, ACh EC80. 0.59% of 360,000 active. inhibition, % at 3 µM;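 active = inhibition above a per-plate cutoff, the mean of that plate's test compounds plus 3 SD, cut at about 27% in these data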;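 also: 0% = acetylcholine EC80 with DMSO and 100% = DMSO without agonist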
CHRM4 antagonist – human M4 muscarinic receptor antagonists, primary screen, CHO cells, Fluo-8 calcium fluorescence. Muscarinic acetylcholine receptor M4 (Homo sapiens), P08173. CHO-hM4 cells, ACh EC80. 0.73% of 360,000 active. inhibition, % at 3 µM;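 active = inhibition above its plate's cutoff, the mean inhibition of sample wells plus 3 SD, cut at about 27% in these data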;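 also: 0% = acetylcholine EC80 with DMSO and 100% = DMSO without agonist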
* hit, by the source's call; · = no result given. Random draw from the library. Share with any hit: about 2.9%.

SMILES	M4 PAM	CRFBP-R2 block	M4 ag	M5 PAM	IDE cell inh	CHRM5 agonist	CRFR2-BP ag	CHRM5 antagonist	CHRM4 antagonist
COc1ccc(NC(=O)C(NC(=O)OC(C)(C)C)C(C)OCc2ccccc2)cc1 (configuration not stated)	-12	16	-1	-3	2	0	-1.8	-5	10
O=C(NCc1ccccc1)NC1(C(=O)Nc2ccc3c(c2)OCCO3)CCCCC1	8	-4	0	4	4	1	0.7	-4	0
COC(=O)C1=C(C)N(Cc2ccccc2)C(=S)N[C@H]1c1cccc(C(F)(F)F)c1	-7	5	3	-19	1	-9	-0.7	11	25
Cc1ccc(CNC(=O)C2CC(c3cccc([N+](=O)[O-])c3)=NO2)o1 (configuration not stated)	10	2	3	-4	2	2	-1.0	17	-4
CC(=O)N1CC=CC1(C)C(=O)NCc1cc(F)cc(C(F)(F)F)c1 (configuration not stated)	13	7	0	4	-1	3	-2.5	-1	-8
COC(=O)CCCC1=CC2=CC(=O)C(C)(OC(=O)c3cccs3)C(=O)C2=CN1CC(C)C (configuration not stated)	-5	23	2	0	-6	0	1.6	9	1
COc1cc(NS(=O)(=O)c2ccc(C)cc2C)cc(OC)c1OC	-10	9	11	-23	2	-7	-0.4	23	7
NS(=O)(=O)c1ccc(CCNC(=O)C2CCCCN2S(=O)(=O)c2ccccc2)cc1 (configuration not stated)	3	2	1	-2	9	-2	0.7	1	-2
COc1ccc(C(=O)CC(=O)C(=O)Nc2ccc(C)c(Cl)c2)cc1	1	-21	0	2	-3	-1	1.0	5	-4
COc1ccc(C(C#N)CC(=O)c2ccc3c(c2)OCO3)cc1OC (configuration not stated)	-1	15	5	0	·	2	-0.4	1	-6
CCOc1cc(/C=C2\C(=N)N3N=C(CC)SC3=NC2=O)ccc1OCCOc1ccc(NC(C)=O)cc1	-2	-4	0	-5	-4	-3	0.1	8	-6
COCCNc1nc2sc3c(c2c(=O)n1Cc1ccco1)CCCCC3	-1	-29	1	0	0	0	-1.2	-3	2
COc1ccc(C(=O)C2=NN(C(C)=O)CC2c2ccco2)cc1 (configuration not stated)	-5	9	10	-11	0	-3	-2.9	18	-8
CNC(=O)c1cccc(N2CCCC2=O)c1	1	6	1	9	-6	-8	-1.0	-1	4
CCCc1ccc(-c2cc(NC(=O)CSc3n[nH]c(N)n3)n(-c3ccccc3)n2)cc1	7	-80	3	-5	0	12	0.8	3	8
Cc1nc(CSc2ccc(Cl)cc2)cc(N2CCOCC2)n1	2	29	1	-13	3	-3	-3.2	2	7
COc1cccc(NC(C)(C)c2nnnn2-c2c(C)cccc2C)c1	-3	11	0	1	0	6	-1.0	0	-3
NSc1nc(N)c2nc(-c3ccccc3)c(-c3ccccc3)nc2n1	1	-4	0	1	3	-3	-1.9	-6	-4
O=C(NC1CC1)c1ccc2c3c(cccc13)CC2	-5	-9	-1	3	3	-2	-0.9	-4	9
COc1ccc(CN2CCN(C3CCC3)CC2CCO)cc1C (configuration not stated)	-3	8	1	-5	2	-5	-2.1	-8	-3
C/C(=N\Nc1ccc(S(N)(=O)=O)cc1[N+](=O)[O-])c1ccc2c(c1)OCO2	18	-3	3	6	·	0	-4.7	-7	-3
COC(=O)C1=C(C)N(CCCC(=O)O)C(=O)NC1c1cccc(OC)c1 (configuration not stated)	0	12	0	-4	-4	0	-2.0	17	9
Cc1noc(C)c1COC(=O)c1cc2c(C)nn(-c3ccc(F)cc3)c2s1	2	-11	0	-1	0	-2	5.2	-8	-8
O=C(NCCCn1ccnc1)c1ccc(F)cc1	-3	15	0	-1	-5	-4	-0.7	9	8
CCCCOc1ccc(N(CC(=O)NCC2CCCO2)C(=O)CCC(=O)Nc2cc(C)ccn2)cc1 (configuration not stated)	4	-3	1	-10	0	-14	-2.6	5	-8
CCOc1cc(/C=C2\CCCC(C(=O)C(F)(F)F)=C2O)ccc1O	1	-22	0	4	2	2	5.6	-5	6
COc1ccccc1CN1CC(C(=O)NCc2cccc(Cl)c2)CCC1=O (configuration not stated)	0	-3	1	-1	8	-4	-1.1	-4	2
CN1C(=O)C(C)(C)c2cc(S(=O)(=O)NCC(=O)NCc3ccccc3)ccc21	2	28	0	-3	4	1	-3.4	5	-7
CCc1ccccc1NC(=O)/C(C#N)=C/c1ccc(Sc2ccccc2)o1	0	-26	0	9	0	0	10	-21	-11
O=C(/C=C/c1ccco1)OCC(=O)c1cccc([N+](=O)[O-])c1	-2	-3	0	8	0	-4	-4.5	5	-12
Cc1ccc(NC(=O)NNC(=O)COc2ccc(Cl)cc2)cc1	-10	-8	-1	-2	-6	-3	0.5	18	1
CC(C)CCNC(=O)COc1ccc(C(=O)c2ccccc2)cc1	-8	-6	6	-6	3	-1	-0.6	7	5
CN(C)CCNC(=O)C1CCN(S(=O)(=O)c2ccc3ccccc3c2)CC1	1	6	0	0	3	-5	3.6	-2	-3
O=C1CCC(=O)N1c1ccc(S(=O)(=O)Nc2ccc(Br)cc2)cc1	-3	-4	9	-1	2	5	6.3	5	4
CCOc1ccc(CCNC(=O)c2nccnc2C(=O)O)cc1OCC	2	3	1	0	4	-2	-0.2	3	12
COc1ccc([C@H]2[C@@H]3C=CCC[C@@]3(C)C(=O)N2Cc2ccccc2)cc1Cl	6	5	1	14	2	1	-0.7	-6	-26
O=C(c1ccc(F)cc1F)N1CCN(c2ccccn2)CC1	-3	-6	0	3	0	-3	0.9	4	7
O=C(NC1CCSc2ccccc21)c1cc([N+](=O)[O-])ccc1N1CCOCC1 (configuration not stated)	-1	10	4	-4	2	-3	-2.3	4	-7
CC(NC(=O)COC(=O)c1ccc2ccccc2n1)C1CC2CCC1C2 (configuration not stated)	5	-10	4	4	4	-4	2.6	0	-6
Cc1ccc([C@@H]2C[C@H]3[C@@H](CN2S(=O)(=O)c2ccc(Cl)cc2)C(=O)C[C@@H](c2ccc(Cl)cc2)N3S(=O)(=O)c2ccccc2C)cc1	8	-1	1	0	·	2	-0.2	-12	-17

Reprinted from the part before: 2 compounds; new compounds follow.
SMILES	M4 PAM	CRFBP-R2 block	M4 ag	M5 PAM	IDE cell inh	CHRM5 agonist	CRFR2-BP ag	CHRM5 antagonist	CHRM4 antagonist
CC(NC(=O)COC(=O)c1ccc2ccccc2n1)C1CC2CCC1C2 (configuration not stated)	5	-10	4	4	4	-4	2.6	0	-6
Cc1ccc([C@@H]2C[C@H]3[C@@H](CN2S(=O)(=O)c2ccc(Cl)cc2)C(=O)C[C@@H](c2ccc(Cl)cc2)N3S(=O)(=O)c2ccccc2C)cc1	8	-1	1	0	·	2	-0.2	-12	-17
c1ccc(COc2ccccc2CNCc2cccnc2)cc1	-7	-3	5	-3	1	-3	-0.4	7	7
CCOC(=O)C1CCN(S(=O)(=O)c2ccc(OC)c(Cl)c2)CC1	-1	-5	11	-6	7	-6	8.4	0	-11
CCn1c(SCC(=O)Nc2sc3c(c2C(N)=O)CCC(C)C3)nnc1-c1ccco1 (configuration not stated)	4	-10	1	9	2	0	0.2	-9	5
Cc1ccc(-c2cc(C(=O)N3CCc4ccccc4C3)no2)cc1	14	-13	0	0	-1	-4	2.6	3	4
O=C(O)c1cc(-c2cccc([N+](=O)[O-])c2)nc2ccccc12	8	-8	1	-1	-2	-3	3.3	7	-3
CCOC(=O)CC(=O)N/N=C/c1c(N)n(C)c(=O)n(C)c1=O	9	-3	1	-3	-4	-3	-0.2	6	-10
COc1ccc(COC(=O)Nc2cn(C)nc2C(F)(F)F)cc1	1	-17	2	-2	-1	-2	1.6	11	-1
Cc1nnc(NC(=O)CSc2nnc(CCNC(=O)c3ccccc3F)n2C)s1	-11	-16	0	-4	5	-4	1.0	21	6
Cc1ccc(CSCCNC(=O)CN(c2ccccc2)S(C)(=O)=O)cc1	2	-1	1	-12	6	-1	-0.8	6	2
Cc1ccc(-n2cc(S(=O)(=O)c3ccc(C)cc3)[nH]c2=O)cc1	4	-14	1	2	-5	-3	3.3	-7	-12
CCOCCCNC(=O)C1CCN(S(=O)(=O)c2ccc3nc4c(c(C(=O)O)c3c2)CCCCC4)CC1	1	2	1	-1	1	0	3.5	8	-7
COC(=O)c1ccc(NC(=S)NC(=O)c2cccnc2)cc1	-2	10	0	4	-2	0	-1.4	5	0
CC(=O)c1ccc(N2C(=O)CC(N3CCN(S(=O)(=O)c4ccc(C)c(C)c4)CC3)C2=O)cc1 (configuration not stated)	7	10	2	-3	-1	4	-0.5	4	-5
CC(=O)c1ccc(OCc2cc(C(=O)N3CCC[C@H]3CO)no2)cc1	2	24	3	12	8	1	-3.4	-10	-4

Copied from the entries so far, three compounds:
SMILES	M4 PAM	CRFBP-R2 block	M4 ag	M5 PAM	IDE cell inh	CHRM5 agonist	CRFR2-BP ag	CHRM5 antagonist	CHRM4 antagonist
COC(=O)c1ccc(NC(=S)NC(=O)c2cccnc2)cc1	-2	10	0	4	-2	0	-1.4	5	0
CC(=O)c1ccc(N2C(=O)CC(N3CCN(S(=O)(=O)c4ccc(C)c(C)c4)CC3)C2=O)cc1 (configuration not stated)	7	10	2	-3	-1	4	-0.5	4	-5
CC(=O)c1ccc(OCc2cc(C(=O)N3CCC[C@H]3CO)no2)cc1	2	24	3	12	8	1	-3.4	-10	-4

Some entries already given with just M4 PAM and CHRM5 antagonist:
canonical_smiles	M4 PAM	CHRM5 antagonist
Cc1ccc(-n2cc(S(=O)(=O)c3ccc(C)cc3)[nH]c2=O)cc1	4	-7
CCOCCCNC(=O)C1CCN(S(=O)(=O)c2ccc3nc4c(c(C(=O)O)c3c2)CCCCC4)CC1	1	8
COC(=O)c1ccc(NC(=S)NC(=O)c2cccnc2)cc1	-2	5
CC(=O)c1ccc(N2C(=O)CC(N3CCN(S(=O)(=O)c4ccc(C)c(C)c4)CC3)C2=O)cc1 (configuration not stated)	7	4

Screening results: PubChem, several laboratories
